ERAP1 inh – human ERAP1 aminopeptidase inhibitors, primary screen, biochemical, single point, plate reader; 0.15% of 340,000 active; Endoplasmic reticulum aminopeptidase 1 (Homo sapiens), Q9NZ08; recombinant ERAP1, Leu-AMC fluorescence, 60 min; AID 652197, 2013; inhibition, % at 10.7 µM;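 active = mean replicate inhibition of at least 30%, or all replicates individually reaching that 30% level; inactive = mean below 30% and not every replicate reaching it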;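 note: 0% = neutral control wells and 100% = L-leucinethiol positive control wells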
RAD54 inh – inhibitors of human RAD54 branch migration, primary screen, biochemical, fluorescence, single point. RAD54 Holliday junction branch migration, FAM/BHQ fluorescence. inhibition, % at 10.4 µM. 0.14% of 360,000 active. DNA repair and recombination protein RAD54-like (Homo sapiens), Q92698;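 active = mean normalized replicate activity at least 40 and at least half of replicates scoring 40 or more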;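 note: 0% = median of neutral control wells and 100% = median of positive control wells; inhibitors cause a drop in the FAM fluorescence signal; in these data hits start at about 50%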
RAD52 inh – RAD52 DNA annealing inhibitors, primary screen, biochemical, FRET, single point, set 2 | DNA repair protein RAD52 homolog (Homo sapiens), P43351 | recombinant RAD52 DNA annealing, FRET fluorescence | inhibition, % at 18.7 µM | 0.46% of 360,000 active | AID 651710, 2012;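 active = every replicate showing at least 50% inhibition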
Target sequence (P43351 whole entry, looked up): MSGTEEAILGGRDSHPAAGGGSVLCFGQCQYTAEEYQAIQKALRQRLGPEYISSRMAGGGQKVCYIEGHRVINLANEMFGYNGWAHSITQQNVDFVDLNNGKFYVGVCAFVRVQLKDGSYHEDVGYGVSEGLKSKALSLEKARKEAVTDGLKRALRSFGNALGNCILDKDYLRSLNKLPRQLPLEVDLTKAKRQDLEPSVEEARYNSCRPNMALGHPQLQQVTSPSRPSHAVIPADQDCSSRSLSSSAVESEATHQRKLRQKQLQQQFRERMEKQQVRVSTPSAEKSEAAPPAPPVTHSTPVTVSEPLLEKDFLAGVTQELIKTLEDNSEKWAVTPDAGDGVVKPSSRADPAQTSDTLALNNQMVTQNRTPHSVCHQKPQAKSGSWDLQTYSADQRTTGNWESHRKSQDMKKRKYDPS
miR122 inh – miR-122 Renilla sensor signal increase in Huh7, primary screen, miR-122 inhibitor project, cell-based, single point, plate reader. 0.3% of 340,000 active. Huh7 miR-122 Renilla luciferase sensor, 48 h; neutral wells = 0, positive control = 100. AID 602342, 2012. activation (reporter increase), % at 12.5 µM;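 active = mean replicate activation score at least 90 and every replicate individually at or above 90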;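 note: higher luciferase means less miR-122 activity so hits act as miR-122 inhibitors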
E-sel inducer – E-selectin induction in HUVECs, primary screen, imaging, HUVEC, immunofluorescence imaging, single point. normalized: neutral wells 0, TNF-alpha wells 100. activation, % at 7.58 µM. 0.37% of 260,000 active. AID 686992, 2013;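 active = mean E-selectin-positive cell signal at least 10% of the positive control, reached in at least 60% of replicates, without over 20% cell loss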;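 note: in these data hits start at about 27%; measured in HUVEC primary endothelial cells; signal is the percent of cells scored E-selectin positive by PE staining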
Target sequence (P16581 whole entry, looked up): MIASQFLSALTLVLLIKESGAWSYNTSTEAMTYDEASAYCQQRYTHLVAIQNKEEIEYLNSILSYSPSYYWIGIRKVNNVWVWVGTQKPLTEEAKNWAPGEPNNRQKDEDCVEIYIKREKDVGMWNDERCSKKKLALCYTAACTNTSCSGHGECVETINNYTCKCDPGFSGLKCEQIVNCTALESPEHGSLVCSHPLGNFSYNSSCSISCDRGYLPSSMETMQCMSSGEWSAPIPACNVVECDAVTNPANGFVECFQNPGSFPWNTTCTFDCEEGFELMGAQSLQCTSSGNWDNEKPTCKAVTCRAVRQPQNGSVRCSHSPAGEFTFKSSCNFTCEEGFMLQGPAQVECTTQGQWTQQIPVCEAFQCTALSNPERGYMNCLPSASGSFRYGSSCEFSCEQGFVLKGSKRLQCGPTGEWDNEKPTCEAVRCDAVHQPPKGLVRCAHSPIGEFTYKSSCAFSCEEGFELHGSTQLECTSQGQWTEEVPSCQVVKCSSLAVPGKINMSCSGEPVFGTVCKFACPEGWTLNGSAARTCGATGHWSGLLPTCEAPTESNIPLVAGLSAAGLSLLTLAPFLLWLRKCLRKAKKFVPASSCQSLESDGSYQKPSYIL
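Test system – human umbilical vein endothelial cells (HUVEC), E-selectin induction · Input – 3,000 HUVEC seeded per well · Buffer or medium – EGM-2, gelatin · Compound dosing – single-point compound dose · Detection – immunofluorescence imaging · Measure – percent E-selectin-positive cells · Controls – TNF-alpha high, DMSO low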
PGC1a acetyl inh – inhibitors of PGC1a acetylation signal, primary screen, cell-based, U2OS, AlphaScreen, inhibitor mode. AlphaScreen anti-acetyl-lysine; with virally co-expressed GCN5 acetyltransferase. inhibition, % at 15.6 µM. 0.17% of 350,000 active;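 active = every replicate shows inhibition of at least 40%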;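 note: 0% = neutral control wells and 100% = positive control wells; some results beyond the cut were filed as inactive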
PglD DTNB – C. jejuni PglD acetyltransferase inhibitors, primary screen, biochemical, DTNB colorimetric, single point; inhibition, % at 12.5 µM; 0.098% of 360,000 active; purified PglD enzyme, DTNB colorimetric CoA detection; UDP-N-acetylbacillosamine N-acetyltransferase PglD (Campylobacter jejuni); in the data active = inhibition above about 16%, passing the limit was not always enough; note: strong numbers were not always called active
Cneo AK release – Cryptococcus neoformans cell lysis inducers, primary screen, AK release luminescence, single concentration | C. neoformans lysis, adenylate kinase release luminescence, 4 h; normalised: neutral wells 0, clomiphene wells 100 | lysis activity, % at 15 µM | 0.2% of 360,000 active | AID 651654, 2012;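 active = mean lysis activity across replicates of at least 80%, whatever share of replicates individually reach that level; inactive = mean lysis activity below 80%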
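Material – Cryptococcus neoformans yeast cells · Quantity – 5 × 10^6 yeast cells/mL · Buffer or medium – YPD medium · Compound – single dose · Timing – 4 h static compound exposure, 37 °C, read 1 h post-reagent · Signal – adenylate kinase release luminescence · Read-out basis – lysis from increased AK signal · Benchmarks – Clomiphene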
The depositor's hits bear a star; / = not tested or not shown; [ ] = remark or other dose.

SMILES | ERAP1 inh | RAD54 inh | RAD52 inh | miR122 inh | E-sel inducer | PGC1a acetyl inh | PglD DTNB | Cneo AK release
CCOC(=O)C1(Cc2ccc(Cl)cc2)CCN(C(C)CCn2cccn2)CC1 (configuration not stated) | -1 | / | 2 | / | 0.3 | -5 | / | /
CN(C(=O)Oc1cccc2cccnc12)c1ccccc1 | / | -7 | / | -7 | / | 5 | -2 | 2
O=c1c2ccccc2nc(Cc2ccccc2)n1-c1ccc(O)cc1 | -5 | / | -7 | 1 | / | 10 | / | /
O=C(Cc1ccccc1)NC(Oc1ccccc1Cl)C(Cl)(Cl)Cl (configuration not stated) | / | -2 | / | -8 | / | -1 | -3 | 0
C/C=C1/C[C@@H](C)[C@](O)(CO)C(=O)OCC2=CCN3CC[C@@H](OC1=O)[C@@H]23 | 0 | -4 | -2 | -5 | 0.1 | -3 | 2 | 1
CCOC(=O)C(O)(c1ccc(N(C)C(=O)COc2ccccc2)cc1)C(F)(F)F (configuration not stated) | / | -6 | / | 0 | -0.2 | -6 | 11 | 1
COc1ccc(Cn2c(O)c(/C=N/NC(=O)c3ccncc3)c(=O)[nH]c2=O)cc1 | 11 | -4 | -62 | -2 | 0.1 | 2 | 2 | -2
O=C(CCn1c(=O)oc2ccccc21)N1CCC2(CC1)OCCO2 | / | 9 | / | -3 | / | 5 | 0 | -1
Cc1cccc(NP(=O)(Oc2ccccc2)Oc2ccccc2)c1C | -1 | -9 | 4 | 54 | -0.5 | / | 3 | 0
Cc1cccnc1-n1c(CN2C(=O)c3ccccc3C2=O)nc2ccccc2c1=O | / | -11 | / | -1 | / | 1 | -1 | 1
CC(C)=CCc1c(O)cc2c(c1O)C(=O)CC(c1ccc(O)cc1)O2 (configuration not stated) | / | 2 | -7 | 5 | / | -6 | -1 | -2
O=C(Cc1ccccn1)N1CCCCN2[C@H](C1)[C@H](c1ccc(Br)cc1)[C@@H]2CO | 0 | 1 | -2 | 7[16.7 µM] | -0.3 | 6 | 8 | 1
CN(c1ccccc1)c1ccc([N+](=O)[O-])c2nonc12 | 5 | -5 | -16 | -10 | -0.2 | 1 | 0 | 5
CCCC(C)n1[nH]c(=O)c2c1NC(=O)CSC2c1ccc(OC)c(OC)c1 (configuration not stated) | / | 1 | / | -8 | / | 1 | 1 | -2
O=C(c1cn(Cc2ccccc2F)c2ncccc12)C(F)(F)F | 0 | -1 | -5 | 1 | -0.1 | 3 | 5 | -2
O=C(COc1ccc(Cl)cc1)N(c1ccccc1Cl)C1CN2CCC1CC2 (configuration not stated) | 12 | / | 17 | / | 2.2 | -12 | / | /
CC1=CC(=O)C2=C(C)CC(O)C3C(C)C(=O)OC3C12 (configuration not stated) | / | -10 | / | -3 | / | 4 | 3 | 0
CCOc1cc2c(cc1OCC)-n1cccc1C(c1ccc(C(C)C)cc1)NC2 (configuration not stated) | 1 | -10 | -7 | -18 | / | 1 | -1 | 7
O=c1c2ccccc2nc(-c2ccccc2)n1-c1ccc(O)cc1 | 1 | / | -14 | -9 | / | -7 | / | /
O=C1NC(=O)C(Sc2ccccc2[N+](=O)[O-])C(=O)N1 | 21 | -2 | 1 | 1 | / | -15 | -1 | -2
COCCNC(=O)CN1C2CCC1CC(O)(c1cccnc1)C2 (configuration not stated) | 0 | -3 | -4 | -8 | 0.0 | / | -2 | 0
c1ccc(CCN2CCCCC2)nc1 | 1 | 5 | -7 | 2 | -0.2 | -5 | 3 | 3
O=C(CCc1ccccc1)N1Cc2cc(N3CCCCC3)ccc2-n2nncc2C1 | -9 | -9 | -94 | 6 | 0.1 | -1 | 3 | 1
O=C1CC(=O)N(c2cccc(F)c2)C(=O)N1 | -3 | -14 | -67 | 1 | / | / | 4 | 0
CN1CC(C(=O)c2ccc(F)cc2)C(c2ccc(F)cc2)C1 (configuration not stated) | -2 | 7 | -19 | -4 | / | 3 | 6 | 4
SMILES | ERAP1 inh | RAD54 inh | RAD52 inh | miR122 inh | E-sel inducer | PGC1a acetyl inh | PglD DTNB | Cneo AK release
COc1cccc(OC)c1C1=NCC(=O)Nc2c1oc1ccc(Br)cc21 | -7 | 5 | -1 | 66 | 1.2 | -18 | -5 | -1
CC(C)Cc1nc(N2CCNCC2)c(C#N)c2c1CCC2 | 2 | -6 | -55 | 2 | 0.0 | 1 | -4 | 1
CCCCn1c(O)c(C(CC)=Nc2ccc(OCC)cc2)c(=O)[nH]c1=O | / | 2 | / | -1 | / | 11 | -6 | 0
COC(=O)C1=C(c2cccc(OCc3ccccc3)c2)C[C@@H]2CC[C@H]1N2C(=O)NCc1cccc(F)c1 | 0 | -2 | -18 | / | -0.2 | / | -4 | 2
NC(Cc1ccccc1)c1nc(-c2ccccc2)no1 (configuration not stated) | 2 | -4 | -23 | -3 | 0.0 | -4 | -2 | -1
Cc1ccc2c(c1)Oc1ccccc1N=C2 | -4 | -2 | -8 | 0 | -0.1 | 8 | -4 | -17
CC1=C(C)CC2(C(=O)NC(=O)NC2=O)C(C)C1 (configuration not stated) | -1 | / | -3 | -7 | 0.3 | -6 | / | /
CN(C)C(=O)Oc1ccc(OC(=O)N(C)C)cc1 | 0 | -16 | 6 | / | / | / | 1 | 0
CSc1nc(N)c(N=Nc2ccc([As](=O)(O)O)cc2)c(=O)[nH]1 | 9 | -2 | -10 | / | 0.1 | / | -8 | -3
COC(=O)C1=C(c2cccc(OCc3ccccc3)c2)C[C@@H]2CC[C@H]1N2C(=O)NCCc1ccc(F)cc1 | -3 | -1 | -8 | 18 | -0.1 | -4 | 2 | 0
C=CCn1cc(C=C2C(=O)N(C)C(=O)N(C)C2=O)c2ccccc21 | 0 | -7 | -26 | -1 | 0.2 | 0 | 2 | -1
CC(Cc1ccccc1)NC(=O)C(c1ccc(N)cc1)c1ccc(N)cc1 (configuration not stated) | 2 | -12 | -19 | 0 | 0.0 | -3 | 0 | 0
CN(C)CC(C(=O)Cc1ccccc1)c1ccccc1 (configuration not stated) | -5 | -13 | -8 | -23 | 0.2 | -9 | -3 | 3
O=C1C2CCCN2C(c2cccnc2)N1c1cccc(Cl)c1 (configuration not stated) | -1 | -15 | -16 | 4 | -0.8 | -5 | / | -1
COC(=O)C1=C(c2ccc(F)cc2OCc2ccccc2)C[C@@H]2CC[C@H]1N2C(=O)NCc1cc(C)oc1C(F)(F)F | / | 11 | / | -1 | / | 3 | 1 | -6
O=c1c2ccccc2nc(/C=C\c2ccccc2[N+](=O)[O-])n1-c1ccccc1O | 9 | -4 | -24 | -3 | / | -14 | 7 | -5
CC[N+]12CCC(CC1)C(=C(c1ccccc1)c1ccccc1)C2 | / | 5 | / | 2 | / | / | -5 | 0
CC1CN(c2ccc([N+](=O)[O-])cc2Cl)CCN1 (configuration not stated) | / | -1 | / | -3 | / | -2 | -2 | 0
CC1(C)CN=C(NCc2ccccc2Cl)S1 | / | -3 | / | 6 | / | / | -2 | -1
O=C(Cn1ncc2c3ccccc3n(Cc3ccccc3F)c2c1=O)N1CCC2(CC1)OCCO2 | / | -3 | / | 2 | / | 2 | 4 | -1
O=P1(NC2CCCC2)COc2ccccc2OC1 | / | -11 | / | -8 | / | 4 | -1 | 3
Cc1cc(OCC(=O)N2CCC(C(=O)O)CC2)c2c3c(c(=O)oc2c1)CCC3 | / | -13 | -13 | -3 | / | 7 | 3 | -3
CCN1C(=O)NC(=O)C2(CCCC2)C1=O | -3 | -6 | -13 | -5 | 0.2 | -2 | -1 | -1
O=C(OC1CC2CCC(N2)C1C(=O)O)c1ccccc1 (configuration not stated) | -5 | -24 | -7 | -3 | / | 0 | -3 | 0
O=C(CCC(=O)N1C[C@H]2C[C@@H](C1)c1cccc(=O)n1C2)NCc1ccc(F)cc1 | 0 | -6 | -13 | -3 | / | -8 | 3 | 0
SMILES | ERAP1 inh | RAD54 inh | RAD52 inh | miR122 inh | E-sel inducer | PGC1a acetyl inh | PglD DTNB | Cneo AK release
CN1CCC(OC(=O)C2c3ccccc3Oc3ccccc32)CC1 | / | -5 | / | -10 | / | -2 | -2 | 1
C1=NCCc2c1[nH]c1ccccc21 | / | 6 | 30 | 15 | 2.3 | -156 | -20 | 3
C[C@@H]1CN([C@H](C)CO)C(=O)c2c(c3ccccc3n2C)-c2ccccc2CO[C@H]1CN(C)C(=O)Oc1ccccc1 | 3 | / | 12 | / | -0.1 | -19 | / | /
O=C(Cc1ccncc1)N1CCCCN2[C@H](CO)[C@@H](c3ccc(C#Cc4ccccc4F)cc3)[C@@H]2C1 | 0 | 8 | -301 | -7[16.7 µM] | 1.4 | -3 | 2 | 7
CCC1CN2CCc3cc(OC)c(OC)cc3C2CC1CC1NCCc2c1[nH]c1ccc(O)cc21 (configuration not stated) | 3 | / | 9 | -7 | -1.0 | 70* | / | /
CC(C)C[C@H](NC(=O)[C@@H]1CCCN1C(=O)[C@@H](N)Cc1ccc(O)cc1)C(=O)NCC(N)=O | -1 | 3 | -36 | -2 | 0.3 | 2 | 1 | 2
COC(=O)C1=Nc2ccccc2/C1=C\c1c(O)n(-c2ccc(OC)cc2)c(=O)[nH]c1=O | / | 6 | / | -1 | / | -2 | 1 | 0
O=C1NCN(c2ccccc2)C12CCN(C(c1cc3ccccc3o1)c1nnnn1C1CCCC1)CC2 (configuration not stated) | / | 5 | -15 | 3 | -1.7 | -11 | -1 | -10
Clc1ccc(OCC#CCN2CCCCCC2)cc1 | 0 | -2 | -13 | 2 | 3.3 | -19 | -3 | -1
CC(ON1CC1(C(F)(F)F)C(F)(F)F)(C(N)=O)C(N)=O (configuration not stated) | / | -8 | / | 0 | 0.0 | 0 | 4 | 6
CCN(CCNc1ccc([N+](=O)[O-])c2cccnc12)S(=O)(=O)c1ccc(Cl)cc1 | / | 3 | / | 1 | / | 0 | 4 | -1
COc1cccc(CCNCc2cccc(C(F)(F)F)c2)c1 | 9 | -1 | -10 | -2 | / | 17 | -3 | 4
C[C@H]1CCCC(=O)CCC/C=C/c2cc(O)cc(O)c2C(=O)O1 | -2 | 8 | 9 | -3 | -2.1 | / | 1 | 0
COC(=O)C1=C(c2ccc(OC(F)(F)F)cc2)C[C@@H]2CC[C@H]1N2C(=O)NCCO | -4 | -9 | -17 | 1 | -0.1 | 1 | -6 | -2

Some of the entries so far, tab-delimited:
SMILES	ERAP1 inh	RAD54 inh	RAD52 inh	miR122 inh	E-sel inducer	PGC1a acetyl inh	PglD DTNB	Cneo AK release
O=C(CCc1ccccc1)N1Cc2cc(N3CCCCC3)ccc2-n2nncc2C1	-9	-9	-94	6	0.1	-1	3	1
O=C1CC(=O)N(c2cccc(F)c2)C(=O)N1	-3	-14	-67	1	/	/	4	0
CN1CC(C(=O)c2ccc(F)cc2)C(c2ccc(F)cc2)C1 (configuration not stated)	-2	7	-19	-4	/	3	6	4
COc1cccc(OC)c1C1=NCC(=O)Nc2c1oc1ccc(Br)cc21	-7	5	-1	66	1.2	-18	-5	-1
CC(C)Cc1nc(N2CCNCC2)c(C#N)c2c1CCC2	2	-6	-55	2	0.0	1	-4	1

From PubChem

Not all compounds are listed; rates above refer to the full screens.
